# Screens: PubChem BioAssay, NCI
# NCI-60 one-dose screen, 48 h, at 10 µM unless noted. Numbers give growth in % (100 = growth as untreated, 0 = no growth, -100 = all killed).
# NCI-H23: NCI-H23 lung cancer; hit rate 4% among 80,000; AID 1794731
# NCI-H522: NCI-H522 lung cancer; hit rate 8% among 78,000
# COLO 205: COLO 205 colon cancer. hit rate 7.3% among 79,000. AID 1794742
# NCI-H322M: NCI-H322M lung cancer; hit rate 2.7% among 80,000
# NCI/ADR-RES: NCI/ADR-RES ovarian cells; AID 1794790; hit rate 4.4% among 81,000
# HCT-116: HCT-116 colon cancer; hit rate 7.3% among 82,000
# NCI-H226: NCI-H226 lung cancer | hit rate 3.5% among 79,000
# HCT-15: HCT-15 colon cancer | hit rate 5.2% among 82,000
# NCI-H460: NCI-H460 lung cancer. hit rate 6.8% among 82,000
# Numbers without * were called inactive; nt = no result given. The calls were made as follows: active = growth percent below 10; inactive = the rest.
SMILES,NCI-H23,NCI-H522,COLO 205,NCI-H322M,NCI/ADR-RES,HCT-116,NCI-H226,HCT-15,NCI-H460
COc1cccc(C)c1C,102.8,98.6,122.9,106.1,nt,105.2,110.4,101.7,107.1
COc1cccc(/C=N/N(C)c2c([N+](=O)[O-])cc(C(F)(F)F)cc2[N+](=O)[O-])c1O,99.6,nt,143.5,99.8,95.1,94.2,108.0,87.1,100.7
CCN(CC)CCOc1ccc(CNC(C)CCC2=C(C)CCCC2(C)C)cc1 (stereo not given),95.9,111.8,105.2,128.0,103.6,104.6,99.4,104.7,101.5
C=CC(C)(O)CCC1C(=C)CCC2C(C)(C)CCCC12C (stereo not given),94.2,72.4,122.6,98.3,101.2,106.6,104.7,97.3,111.9
O=Cc1ccc(N=Nc2ccc(C=O)c(S(=O)(=O)O)c2)cc1S(=O)(=O)O,99.1,95.1,113.6,nt,103.7,92.8,102.8,103.2,106.0
CCCCCC(C)(O)CCC (stereo not given),103.5,96.8,nt,91.5,94.1,96.3,101.9,101.6,110.9
COc1cc(/C=N/n2cnc3oc(-c4ccccc4)cc3c2=N)cc(CN2CCCC2)c1O,103.1,96.4,11.8,96.7,16.6,-77.8*,90.5,-85.2*,-58.6*
O=C(OCCNC1CCCCC1)c1ccccc1O,97.0,108.4,nt,122.1,98.0,105.4,98.2,107.5,109.0
COc1ccc(Cl)cc1NC(=O)c1cc2c([nH]1)-c1nc(NC(=O)C(C)(C)C)sc1CCC2,86.5,34.2,96.9,104.0,91.3,75.3,92.4,76.9,87.7
NC(=O)NC(CCl)NC(N)=O,104.2,86.7,108.4,92.0,97.2,96.0,95.7,97.7,101.3
O=C1C(Cl)=C(Nc2ccc3c(c2NC2=C(Cl)C(=O)c4ccccc4C2=O)C(=O)c2ccccc2C3=O)C(=O)c2ccccc21,-3.6*,12.4,21.1,46.9,7.9*,2.2*,36.9,15.6,10.4
O=C1C(=O)N(c2ccc(Cl)cc2)C(=O)C(=O)C1c1nc2ccccc2s1,84.1,92.9,91.9,86.0,94.0,100.8,84.4,99.4,101.3
O=C(N/N=C/c1cccc(C(F)(F)F)c1)c1cc(-c2nc3ccccc3[nH]2)nc2ccccc12,99.4,85.5,104.0,99.3,96.0,104.0,93.3,95.4,97.5
CCN(CC)c1cn(-c2ccc(S(N)(=O)=O)cc2)nn1,109.3,92.9,108.7,110.5,108.5,116.3,109.4,105.1,106.4
Nc1ncnc2c1C(c1ccc(Cl)cc1)c1sc3c(F)cccc3c1O2 (stereo not given),88.5,73.4,103.4,93.2,97.5,98.5,68.7,98.8,91.7
CC(=O)CC(=O)Nc1cccc(Cl)c1,99.5,85.1,103.4,98.6,107.8,102.0,97.7,99.4,107.6
CNCCCn1c2c(c3ccc([N+](=O)[O-])cc3c1=O)C(=O)c1cc(OC)cnc1-2,-55.4*,-29.0*,-13.2*,-5.5*,-28.8*,-53.9*,-81.5*,-27.5*,-70.4*
CCC(C)NCc1ccccc1 (stereo not given),97.1,66.7,nt,98.1,98.1,91.8,92.2,107.2,101.8
CCOC(=O)C1CN(C(C)C)C(=O)C1=O (stereo not given),108.1,103.4,131.1,90.5,108.3,101.8,107.6,108.3,116.9
CCCCn1c(C)nc2cc(Nc3nc(Cl)nc4nc[nH]c34)ccc21,77.9,78.9,89.7,76.8,94.0,83.6,75.0,90.7,84.7
Cc1ccc2nc(-c3c(-c4ccc(S(C)(=O)=O)cc4)nc4ccccn34)[nH]c2c1,nt,96.8,102.7,87.2,96.8,98.9,93.7,101.9,103.8
O=C(O)c1cn(C2CC2)c2cc(N3CCN(Cc4c(O)ccc5ccccc45)CC3)c(F)cc2c1=O,21.9,19.7,27.1,22.0,45.4,12.7,6.9*,5.6*,5.6*
Cc1ccc(N=Nc2sc(-n3[nH]c(=O)ccc3=O)nc2C)cc1,85.9,96.8,104.9,93.9,103.4,92.7,93.1,92.4,101.7
O=C(COc1cc(Cl)c(Cl)cc1Cl)Nc1cccc(O)c1,87.6,83.4,119.3,100.0,90.5,240.7,114.8,95.1,106.2
Cc1cc(Cl)nc(N2CCN(CCNc3ccnc4cc(Cl)ccc34)CC2)n1,27.2,51.8,-50.1*,75.2,45.2,25.3,59.8,22.4,48.3
# (list continues)
SMILES,NCI-H23,NCI-H522,COLO 205,NCI-H322M,NCI/ADR-RES,HCT-116,NCI-H226,HCT-15,NCI-H460
O=C(CCCl)OCCCl,94.9,96.9,125.1,90.6,95.4,109.1,98.3,92.2,101.3
O=C(Nc1ccc([N+](=O)[O-])cc1)c1ccc(C(=O)Nc2ccc([N+](=O)[O-])cc2)cc1,94.0,109.3,115.6,105.7,98.5,101.8,109.5,114.8,112.6
O=C(Nc1ccccc1)Nc1ncnc2c1ncn2-c1cccnc1,93.6,95.6,112.4,90.7,88.8,95.5,98.7,88.3,104.0
CNC(=O)c1cc(Oc2ccc3nc(NC(=O)c4ccc5ncccc5c4)sc3c2)ccn1,92.7,54.3,95.8,99.0,88.8,103.4,68.6,91.1,98.6
CCOC(=O)c1c(Nc2ccccc2)nn2c(-c3ccc(OC)cc3)ccnc12,86.0,88.1,99.9,87.1,88.1,71.7,93.5,48.6,93.5
Oc1ccc(CSc2nnc(-c3ccc(Oc4ccccc4)cc3)o2)c2cccnc12,31.3,40.1,78.2,36.7,12.6,1.7*,71.8,9.1*,3.1*
COC1CC(NC(C)=O)C(OC(=O)c2ccccc2)C(CBr)O1 (stereo not given),111.4,96.9,101.1,106.8,109.0,97.9,99.8,99.8,101.9
COC(=O)/C=C1/SC(=Nc2ccc(C(F)(F)F)cc2)N(CCc2c[nH]c3ccc(O)cc23)C1=O,18.6,-40.6*,-58.9*,7.0*,21.0,-71.9*,1.5*,3.1*,-60.0*
Cc1cc(C)c(N2C(=O)CC(Sc3ccccc3N)C2=O)c(C)c1 (stereo not given),82.6,78.8,84.8,112.0,75.0,79.2,nt,58.0,95.6
N#Cc1c(-c2cccc([N+](=O)[O-])c2)nc(SCC(=O)c2ccccc2)[nH]c1=O,100.6,91.9,108.2,96.8,97.5,101.6,96.0,104.2,112.1
COc1ccc(CN2CCc3c(nc(N)nc3Sc3ccccc3OC)C2)c(OC)c1,86.5,58.8,97.7,94.9,93.6,60.0,76.7,81.1,91.1
C/C=C/[C@H](O)[C@H](O)/C=C\c1cccc(OC)c1CO,97.4,84.4,108.0,91.2,106.7,98.9,102.1,101.8,108.5
c1ccc(CN2CCc3c(sc4ncnc(N5CCCCC5)c34)C2)cc1,100.5,95.1,123.3,97.9,100.9,107.3,100.3,97.0,106.5
COc1ccc(NC(=O)c2cc(OC)c(OC)c(OC)c2)cc1O,52.2,-41.0*,40.4,68.2,13.2,33.4,99.9,35.0,17.2
O=C(Cn1ccccc1=O)Nc1ccccc1C(=O)c1ccccc1,102.4,nt,107.4,131.9,101.2,101.8,98.5,99.3,104.7
O=C(NC(=S)Nc1cccc2c(O)cccc12)c1cccc(Br)c1,86.3,80.3,107.5,114.0,94.7,88.8,84.8,84.5,100.2
O=C(CCCCCCN1CC(=O)N2[C@@H](c3ccc(Cl)s3)c3[nH]c4ccccc4c3C[C@H]2C1=O)NO,41.1,3.2*,54.0,46.0,98.5,13.0,68.6,77.1,39.4
CCCC(C)NC(=O)c1ccc(OCC)cc1 (stereo not given),103.4,94.4,109.5,97.0,107.1,103.7,99.1,113.0,105.3
O=C1CCC23OC(C(O)c4ccccc4N12)C1C(c2ccccc2)=NOC13 (stereo not given),98.2,82.0,114.0,101.7,99.0,88.6,105.1,105.8,115.3
Cc1cccc(C)c1[C@H]1C[C@@](C)(O)[C@@H]2CC[C@@H](C)C[C@H]2O1,97.6,94.1,108.2,104.3,102.7,100.1,96.3,97.0,106.3
Cc1ccc(C(c2ccc(C)c(C)c2)C(O)C2OC(=O)C(O)C2O)cc1C (stereo not given),104.9,124.9,103.8,109.4,108.1,107.2,103.1,101.6,109.9
COc1cc(-c2cn(-c3ccc(-n4cc(-c5cc(OC)c(OC)c(OC)c5)[nH]c4=O)cc3)c(=O)[nH]2)cc(OC)c1OC,109.7,115.7,115.6,106.5,109.1,100.7,99.9,106.4,108.5
O=c1[nH]ccc2c1cnc1ccccc12,91.6,101.1,101.3,105.3,97.8,102.8,94.0,102.0,102.4
COC(=O)c1ccc(-c2nc(CSc3nc4ccccc4o3)no2)cc1,95.6,83.5,115.6,99.0,94.9,101.3,88.9,97.9,103.8
N#C/C(=C\c1cc2ccccc2nc1Cl)C(=O)c1c[nH]c2ccccc12,86.2,83.9,98.7,104.5,91.5,23.6,82.7,72.7,94.1
# Next part:
SMILES,NCI-H23,NCI-H522,COLO 205,NCI-H322M,NCI/ADR-RES,HCT-116,NCI-H226,HCT-15,NCI-H460
CC1=CC(c2ccc(Cl)cc2)N2C=CSC2=N1 (stereo not given),115.1,101.1,106.4,104.1,118.0,102.9,102.6,97.1,102.3
CCOC(=O)CCCN(c1[nH]c(C)c(C)c1C#N)S(=O)(=O)c1ccc(C)cc1,109.3,103.7,107.3,109.6,101.0,98.9,97.1,105.0,115.4
COC(=O)c1cc(-c2cc3ccccc3o2)c(C#N)c(N)n1,86.0,81.8,102.2,97.6,97.5,88.5,92.5,100.8,101.2
CN(C)c1ccc(/C=N/NC(=O)c2ccc(NC(=O)c3ccccn3)cc2)cc1,96.0,85.9,108.7,89.9,93.7,95.2,110.7,93.0,109.2
COc1ccc([C@@H]2[C@@H](O)C(=O)N2c2cc(OC)c(OC)c(OC)c2)cc1,25.6,-21.2*,-78.7*,43.1,13.9,3.8*,-7.8*,12.4,3.1*
CS(=O)(=O)c1ccc(-c2nc3ccccc3n2CC(=O)N/N=C/c2ccc(Cl)cc2)cc1,93.4,86.4,102.0,83.5,103.6,98.6,93.1,93.9,95.6
CCOC(=O)c1sc(NCC(=O)Nc2cccc([N+](=O)[O-])c2)c(C(=O)OCC)c1C,nt,-41.5*,-33.4*,-8.8*,nt,0.4*,-33.7*,2.0*,3.0*
COc1ccc(C(=O)/C=C/c2ccc(Cl)cc2)cc1S(=O)(=O)NNC(=O)c1ccncc1,97.5,92.8,109.4,90.4,104.4,95.0,94.6,88.2,102.8
CCOc1ccccc1/C=N/Nc1nc2ccccc2o1,91.8,109.8,120.7,112.9,97.6,102.1,103.1,76.3,102.0
COCCCNCC(=O)Nc1cccc(Cl)c1,97.6,66.9,101.4,88.6,106.5,84.8,86.7,99.0,101.0
COc1cccc(-c2c(C#N)c(-c3ccc(C)cc3)nc3c2c(-c2ccccc2)nn3-c2ccccc2)c1,98.1,84.9,112.0,97.6,94.6,98.1,98.8,98.9,106.7
Nc1nc(-c2ccccc2)c(CCCNc2ccc(C(=O)NC(CCC(=O)O)C(=O)O)cc2)c(=O)[nH]1 (stereo not given),106.8,91.9,101.4,105.5,112.0,99.5,115.0,97.9,110.3
CC(=O)c1c(C)n(C)c2c1c(-c1ccccc1)nc1ccccc12,104.4,95.6,103.3,nt,106.7,106.0,88.4,96.9,101.7
CCN(CCO)C(c1ccc(Cl)cc1)C(O)c1ccc(Cl)cc1 (stereo not given),97.3,82.4,98.6,98.5,89.6,92.6,93.3,102.8,93.7
CC(CCN1CCN(CCC(C)CC(C)(C)C)S1(=O)=O)CC(C)(C)C (stereo not given),100.6,102.6,104.5,104.5,97.7,113.9,107.7,114.1,110.4
COc1cccc2c1C(=O)OC1(OC(=O)c3ccccc31)O2 (stereo not given),99.1,99.9,112.1,88.9,106.7,103.5,100.3,101.3,102.2
Cc1ccc(S(=O)(=O)N/N=C/C(O)C(O)C(O)C(O)CO)cc1 (stereo not given),99.1,100.5,105.9,119.8,99.8,102.5,104.0,100.9,107.9
CC(=O)Nc1ccc2c(c1)C(=O)c1ccc(Cl)cc1-2,100.3,90.8,101.8,103.5,102.9,99.9,94.9,102.3,114.9
ClCc1ccc(Sc2ccccc2)cc1,95.8,85.4,135.8,116.2,97.5,103.2,102.0,92.4,103.1

# Copied from above, twelve compounds:
SMILES,NCI-H23,NCI-H522,COLO 205,NCI-H322M,NCI/ADR-RES,HCT-116,NCI-H226,HCT-15,NCI-H460
COc1cccc(C)c1C,102.8,98.6,122.9,106.1,nt,105.2,110.4,101.7,107.1
COc1cccc(/C=N/N(C)c2c([N+](=O)[O-])cc(C(F)(F)F)cc2[N+](=O)[O-])c1O,99.6,nt,143.5,99.8,95.1,94.2,108.0,87.1,100.7
CCN(CC)CCOc1ccc(CNC(C)CCC2=C(C)CCCC2(C)C)cc1 (stereo not given),95.9,111.8,105.2,128.0,103.6,104.6,99.4,104.7,101.5
C=CC(C)(O)CCC1C(=C)CCC2C(C)(C)CCCC12C (stereo not given),94.2,72.4,122.6,98.3,101.2,106.6,104.7,97.3,111.9
O=Cc1ccc(N=Nc2ccc(C=O)c(S(=O)(=O)O)c2)cc1S(=O)(=O)O,99.1,95.1,113.6,nt,103.7,92.8,102.8,103.2,106.0
CCCCCC(C)(O)CCC (stereo not given),103.5,96.8,nt,91.5,94.1,96.3,101.9,101.6,110.9
COc1cc(/C=N/n2cnc3oc(-c4ccccc4)cc3c2=N)cc(CN2CCCC2)c1O,103.1,96.4,11.8,96.7,16.6,-77.8*,90.5,-85.2*,-58.6*
O=C(OCCNC1CCCCC1)c1ccccc1O,97.0,108.4,nt,122.1,98.0,105.4,98.2,107.5,109.0
COc1ccc(Cl)cc1NC(=O)c1cc2c([nH]1)-c1nc(NC(=O)C(C)(C)C)sc1CCC2,86.5,34.2,96.9,104.0,91.3,75.3,92.4,76.9,87.7
NC(=O)NC(CCl)NC(N)=O,104.2,86.7,108.4,92.0,97.2,96.0,95.7,97.7,101.3
O=C1C(Cl)=C(Nc2ccc3c(c2NC2=C(Cl)C(=O)c4ccccc4C2=O)C(=O)c2ccccc2C3=O)C(=O)c2ccccc21,-3.6*,12.4,21.1,46.9,7.9*,2.2*,36.9,15.6,10.4
O=C1C(=O)N(c2ccc(Cl)cc2)C(=O)C(=O)C1c1nc2ccccc2s1,84.1,92.9,91.9,86.0,94.0,100.8,84.4,99.4,101.3

# No enrichment for hits (roughly 13% active in at least one column).
